hgDAF12 agonist: H. glycines DAF-12 receptor agonists, primary screen, cell-based, luminescence, HEK293, GAL4 fusion, UAS-luciferase | HEK293 GAL4-hgDAF12 UAS-luciferase reporter, agonist luminescence; normalized to butyrate control | Nuclear hormone receptor DAF-12 (Heterodera glycines), GAL4 fusion | activation, % at 6.8 µM | actives 1.8% (n = 370,000) | AID 687014, 2013;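 active = activation above a cutoff set at the mean of all screened compounds plus 3 SD, cut at about 10% in these data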;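 note: 0% = DMSO wells and 100% = sodium butyrate wells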
FXN GAA850 act: FXN promoter activators, primary screen, cell-based, luciferase luminescence, HEK293 lucGAA850. activation, % at 6 µM. actives 0.56% (n = 360,000). HEK293 lucGAA850 FXN promoter luciferase reporter, 24 h; percent of 10 µM SAHA response;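 active = activation above the average of all compounds screened plus 3 SD, cutoff fixed separately per campaign, cut at about 7.5% in these data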;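 note: 0% = DMSO wells and 100% = 10 µM SAHA wells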
SMARCA2 act: SMARCA2 (BRM) function activators, primary screen, cell-based, luminescence, high throughput | MG213 cells, MMTV-luciferase reporter, dexamethasone, overnight | AID 652017, 2013 | activation, % at 9.1 µM | actives 1% (n = 370,000); in the data active = activation above about 7.8%;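 note: 0% = vehicle wells and 100% = reference activator wells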
KLK7 zymogen act: proKLK7 zymogen activators, primary screen, biochemical, fluorescence intensity | purified proKLK7, EDANS-DABCYL substrate fluorescence; 100% is mature enzyme control, 0% vehicle | activation, % at 7 µM | actives 0.9% (n = 370,000);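 active = activation above the mean of all tested compounds plus 3 SD, computed per campaign excluding outliers beyond control limits, cut at about 13% in these data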
Target sequence (P49862 whole entry, looked up): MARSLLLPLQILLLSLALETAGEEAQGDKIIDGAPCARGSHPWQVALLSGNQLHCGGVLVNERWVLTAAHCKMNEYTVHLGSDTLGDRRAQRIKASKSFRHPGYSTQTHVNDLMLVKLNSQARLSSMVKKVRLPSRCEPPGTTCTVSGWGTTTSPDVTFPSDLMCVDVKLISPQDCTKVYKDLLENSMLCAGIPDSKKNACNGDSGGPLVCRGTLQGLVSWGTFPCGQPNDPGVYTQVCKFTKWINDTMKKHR
GC-B act: human GC-B receptor activators, primary screen, HEK293 GC-B cells, cGMP TR-FRET, EC30 CNP; Atrial natriuretic peptide receptor 2 (Homo sapiens), P20594; 0% at EC30 CNP, 100% saturating CNP; activation, % at 10 µM; actives 0.11% (n = 370,000); AID 1920062, 2024;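 active = activation at 10 µM reaching about 35% in either raw or pattern-adjusted values, limit read from the data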
sPLA2-III inh: human group III sPLA2 inhibitors, primary screen, biochemical, QFRET, BODIPY PC-A2 liposome substrate; QFRET BODIPY PC-A2 liposome hydrolysis, fluorescence; inhibition, % at 12.2 µM; actives 0.56% (n = 370,000); AID 743126, 2013;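 active = inhibition above mean plus 3 SD of compounds lying within the high and low control bounds, cut at about 19% in these data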;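 note: 0% = median of test compound wells and 100% = no enzyme DMSO wells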
Target sequence (Q9NZ20 whole entry, looked up): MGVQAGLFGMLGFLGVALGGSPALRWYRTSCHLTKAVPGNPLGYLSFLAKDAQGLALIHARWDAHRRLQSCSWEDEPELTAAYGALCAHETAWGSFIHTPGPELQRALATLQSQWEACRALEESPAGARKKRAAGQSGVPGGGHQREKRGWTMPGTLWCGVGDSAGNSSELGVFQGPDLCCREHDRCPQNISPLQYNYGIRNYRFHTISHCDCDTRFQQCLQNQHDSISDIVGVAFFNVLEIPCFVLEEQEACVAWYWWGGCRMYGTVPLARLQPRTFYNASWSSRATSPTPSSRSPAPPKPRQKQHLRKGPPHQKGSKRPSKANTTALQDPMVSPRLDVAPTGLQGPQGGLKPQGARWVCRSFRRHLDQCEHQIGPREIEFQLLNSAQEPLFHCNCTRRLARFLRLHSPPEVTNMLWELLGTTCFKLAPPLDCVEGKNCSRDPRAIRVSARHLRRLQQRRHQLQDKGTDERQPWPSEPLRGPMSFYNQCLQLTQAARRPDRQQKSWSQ
ssDAF12 agonist: S. stercoralis DAF-12 nuclear receptor activators, primary screen, cell-based, luminescence, HEK293, GRIP1 co-expression, lit1-tk-luc; Nuclear hormone receptor DAF-12 (Strongyloides stercoralis); HEK293 ssDAF-12/GRIP1 lit1-tk-luc reporter; % of 3 µM dafachronic acid response; activation, % at 6.8 µM; actives 1% (n = 370,000);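 active = activation above the mean over all tested compounds plus 3 SD, cut at about 0.9% in these data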;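 note: 0% = DMSO-only wells and 100% = 3 µM delta7-dafachronic acid wells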
DAX1 inh-1: DAX1 (NR0B1) inhibitors on StAR promoter, primary screen, cell-based, luminescence, SF-1 (NR5A1), full-length DAX-1; AID 652010, 2013; inhibition, % at 6.8 µM; HEK293T StAR-luciferase reporter, SF-1/DAX-1 repression relief; actives 1.1% (n = 370,000);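 active = inhibition above the mean over all tested compounds plus 3 SD, cut at about 3.6% in these data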;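 note: 0% = DAX-1 cells with DMSO and 100% = cells lacking DAX-1 with DMSO; higher inhibition means more luminescence from relief of DAX-1 repression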
NPR1 activator: GC-A stimulated cGMP production enhancers – HEK293 GC-A cells, cGMP TR-FRET, EC30 ANP, primary screen; Atrial natriuretic peptide receptor 1 (Homo sapiens), P16066; 0% at EC30 ANP, 100% saturating ANP; activation, % at 10 µM; actives 0.14% (n = 370,000); AID 1671463, 2021; in the data active = activation above about 40%
hcDAF-12 act: H. contortus DAF-12 nuclear receptor activators, primary screen, cell-based, luminescence, HEK293, lit1-tk-luc reporter | AID 652067, 2013 | activation, % at 6.8 µM | actives 1.4% (n = 370,000) | HEK293 hcDAF-12 lit1-tk-luc reporter; 0% DMSO, 100% Δ7-dafachronic acid;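 active = activation above the mean of all tested compounds plus 3 SD, cut at about 5.5% in these data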;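 note: 100% = response to 3 µM Δ7-dafachronic acid high control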
DAX1 inh-2: DAX1 (NR0B1) inhibitors, primary screen, cell-based, HEK293, Gal4-DAX1, luciferase luminescence; HEK293 Gal4-DAX1 luciferase reporter; inhibition, % at 6.75 µM; actives 0.99% (n = 340,000); AID 504766, 2011;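 active = inhibition above the mean over all tested compounds plus 3 SD, cut at about 4.2% in these data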;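 note: 0% = DAX1-transfected cells with DMSO and 100% = empty-vector control cells with DMSO; inhibition shows as a rise in luminescence from relieved DAX1 repression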
Target sequence (P51843 207-470 limits assumed): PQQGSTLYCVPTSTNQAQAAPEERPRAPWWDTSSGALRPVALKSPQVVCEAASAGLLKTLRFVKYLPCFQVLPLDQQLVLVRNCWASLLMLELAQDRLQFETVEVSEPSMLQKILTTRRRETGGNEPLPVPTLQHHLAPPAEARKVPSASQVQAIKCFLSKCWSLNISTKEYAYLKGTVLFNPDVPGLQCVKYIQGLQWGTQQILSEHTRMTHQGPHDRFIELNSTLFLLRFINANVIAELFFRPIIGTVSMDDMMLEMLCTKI
Starred values were filed as active, the others as inactive; nt = no result given.

Preview (2 entries):
The line under a structure holds: DAX1 inh-2, hcDAF-12 act, FXN GAA850 act, hgDAF12 agonist, sPLA2-III inh, SMARCA2 act, DAX1 inh-1, NPR1 activator, ssDAF12 agonist, GC-B act, KLK7 zymogen act
> CCCC(NC(=O)c1ccccc1)c1nc2ccccc2n1Cc1ccc(C(=O)OC)o1 (configuration not stated)
  -1.4, -1.7, 3.9, 0.1, -1, 1, -0.6, -3, -1.1, -4, 0.0
> Cc1cccc(OCc2n[nH]c(=S)n2C2CCCCC2)c1
  -0.3, -3.0, -0.1, -1.0, 13, -1, -0.3, -4, -1.6, -4, 0.3

This part in full, from the start:
The line under a structure holds: DAX1 inh-2, hcDAF-12 act, FXN GAA850 act, hgDAF12 agonist, sPLA2-III inh, SMARCA2 act, DAX1 inh-1, NPR1 activator, ssDAF12 agonist, GC-B act, KLK7 zymogen act
> CCCC(NC(=O)c1ccccc1)c1nc2ccccc2n1Cc1ccc(C(=O)OC)o1 (configuration not stated)
  -1.4, -1.7, 3.9, 0.1, -1, 1, -0.6, -3, -1.1, -4, 0.0
> Cc1cccc(OCc2n[nH]c(=S)n2C2CCCCC2)c1
  -0.3, -3.0, -0.1, -1.0, 13, -1, -0.3, -4, -1.6, -4, 0.3
> C[C@@H](CN1C2=NC[C@@H](Cc3ccccc3)N2C[C@H]1Cc1ccc(O)cc1)NC(=O)CCC1CCCCC1
  nt, -1.4, nt, 1.3, -8, -1, 0.3, 4, -0.1, -1, -0.8
> CCOC(=O)C1(CCc2ccccc2)CCN(C(=O)Cc2nonc2C)CC1
  3.0, 2.0, 0.2, 7.9, -1, 5, 0.9, -2, -0.1, -4, 0.0
> S=C1Nc2ccccc2CS1
  -1.6, -1.1, 0.9, 0.9, 9, 2, -0.9, 1, -1.0, 4, 0.3
> O=c1[nH]c(=O)n([C@H]2C[C@H](O)[C@@H](CO)O2)cc1C(F)(F)F
  -3.1, 0.8, -8.4, -6.2, -2, 2, -3.2, -1, -1.4, 4, 0.2
> Cc1ccc(NC2c3ncccc3C(=O)N2Cc2ccc(F)cc2)cc1 (configuration not stated)
  -0.3, -1.3, 2.0, -2.2, -2, 1, 0.0, -1, -0.5, -2, -0.1
> O=c1c2oc3ccccc3c2[nH]c(=S)n1-c1ccccc1
  -0.3, 1.1, 2.4, 0.8, 17, -1, -0.1, 21, -1.1, 10, 0.7
> CCSc1ncc(Cl)c(C(=O)Nc2ccccc2C)n1
  -0.6, -1.5, 1.1, 1.8, 8, 5, 0.3, 2, -0.9, 8, 1.1
> CCOC(=O)c1c(SCCN2CCCC2)n(-c2ccccc2)c(=S)n(-c2ccccc2)c1=O
  -1.2, -0.8, -2.7, -2.2, 2, 7, -1.9, -22, 0.0, -12, 1.0
> CCCCCCN(C(=O)CCCCCN1C(=O)NC(c2ccc(-c3ccccc3)cc2)C(C(=O)OCc2ccccc2)=C1C)C(C(=O)NCCCC)c1ccccn1 (configuration not stated)
  nt, -1.2, nt, -1.2, -9, 1, -0.4, -4, -1.0, 6, -0.4
> CCCNC(=S)Nc1ccc(S(N)(=O)=O)cc1
  nt, 0.8, -1.0, -3.0, 4, -2, 0.0, 3, -0.4, -2, -1.2
> O=C(OCC#CCSc1nnc(-c2cccc(F)c2)o1)c1ccc(F)cc1
  nt, 0.8, nt, 0.2, -13, nt, nt, -5, -1.1, -4, nt
> O=C(NC1CCCCC1)C1CCN(S(=O)(=O)c2cccc3cccnc23)CC1
  1.8, -2.0, -2.2, 3.1, 1, 3, -0.1, -6, -1.4, -8, 0.6
> O=C(c1ccc(-n2cncn2)c([N+](=O)[O-])c1)N1CCN(S(=O)(=O)c2ccccc2F)CC1
  0.0, -0.1, 0.8, 1.3, 6, -2, 0.2, -1, -0.6, 3, 0.8
> Cc1ccc2nc(NC(=O)c3ccccn3)sc2c1
  -7.7, -4.1, -17, -14, -4, -9, -5.6, 16, -3.6, 2, 0.2
> CN(CC(=O)Nn1cnnc1)S(=O)(=O)c1cc(Cl)ccc1Cl
  1.3, -2.4, 2.0, -1.1, 3, -1, 0.3, 2, -1.1, 1, -0.1
> CCn1cc(C(=O)NCCCN2CCCC(C)C2)c(=O)c2cc(S(=O)(=O)N3CCOCC3)ccc21 (configuration not stated)
  1.2, -0.2, 0.0, -2.1, 3, -2, 0.3, 1, -0.4, 5, -0.6
> CCCOc1ccc(/C=N/Nc2cc(N3CCOCC3)ncn2)c(O)c1
  1.0, -0.6, -1.0, -1.2, 15, 0, 0.0, -3, -1.6, -5, -1.3
> CCC(C)c1ccccc1NC(=O)c1cc(C)no1 (configuration not stated)
  0.5, -0.5, 0.7, 2.2, 4, -1, 0.0, 1, -1.3, 0, 0.4
> O=C1Nc2ccccc2N(O)N1c1cc(-c2ccccc2Cl)no1
  0.0, -0.6, -0.6, 0.1, -5, 1, -0.4, -4, -0.7, 2, 0.4
> CC(C)c1ccc(NC(=S)NCCc2c[nH]c3ccccc23)cc1
  -1.3, -0.4, 0.7, -0.6, -18, -1, -0.3, 0, -0.5, -6, -0.1
> CC(C)CNc1ncnc2c1ncn2[C@H]1CN(Cc2ccc(C(=O)O)cc2)C[C@@H](CO)O1
  nt, 0.1, -1.8, -5.7, 6, -2, -0.2, 3, -1.1, 0, 0.0
> CC(=O)N(C)C1=C(O)c2ccccc2C(=O)C1=O
  1.8, -0.4, 0.6, -1.5, 2, -2, -0.8, -1, -0.9, 2, -0.5
> CN(C(=O)CC1C(=O)NCCN1Cc1ccc(F)c(F)c1)C1CCCCC1 (configuration not stated)
  1.2, -0.2, 1.5, -1.4, -6, 0, 0.2, -1, -0.4, 4, 0.9
> COc1ccccc1CNC(=O)COc1cc2c(c3oc(=O)cc(C)c13)CCC(C)(C)O2
  4.4*, 1.1, 0.5, -3.5, 0, 1, 0.0, 7, -1.6, 6, -17
> COc1ccc(NC(=O)N2CCN(C(=O)C3CCCO3)CC2)cc1 (configuration not stated)
  -0.5, -0.1, 0.1, 2.2, 1, -1, 1.2, 2, -0.9, -3, 0.3
> CCn1cc(/C=N\NC(=O)c2ccc3c(c2)c(C)c(C)n3Cc2ccccc2)c(C)n1
  -1.6, -4.1, 1.7, -2.8, -5, 1, -1.1, 8, -1.4, 9, -3.0
> COc1ccc(NC(=O)c2cccc(NC(=O)c3ccccc3)c2)c(OC)c1
  -0.7, -1.9, 0.3, -0.4, -1, -3, -0.4, 4, -0.9, 5, 0.9
> Cc1csc2nc(O)c(C(=O)NCc3ccc4c(c3)OCO4)c(=O)n12
  -1.4, 0.8, 0.5, 0.5, -2, -1, 1.8, -4, -0.6, -4, -0.9
> O=C(Nc1cccc2nsnc12)c1cccnc1
  -0.7, -0.5, 0.9, 0.9, 8, -2, 0.0, 6, -0.6, -3, 2.4
> O=C(c1cc2ccccc2o1)N1CCN(c2cccc(C(F)(F)F)c2)CC1
  0.5, -1.6, 2.0, -1.7, 4, -2, -1.3, -2, 0.1, 1, -0.6
> CCOC(=O)N1CCN(C(=O)CCC(=O)c2ccc(OCC)cc2)CC1
  -0.1, 0.4, 0.5, 0.9, 0, -2, 0.8, -3, 0.3, 4, 0.0
> O=C(Nc1ccc2c(c1)nc1n2CCOC1)C1CCCCC1
  0.9, -0.6, 2.8, 6.7, 1, 1, -0.6, 0, -1.1, 1, -0.6
> CCOc1ccc(N(CC(=O)NC2CCCC2)C(=O)CCCC(=O)Nc2ccccn2)cc1
  0.3, 0.0, -0.2, -0.5, 13, 1, 0.0, 2, -0.8, 11, 0.8
> CC1CN(C(=O)c2cnn3c(C(F)F)cc(-c4ccccc4)nc23)CC(C)O1 (configuration not stated)
  -0.4, 0.0, 2.7, 0.1, 4, 1, 0.1, 5, -1.4, 0, 2.1
> CCN(CC)C(=O)COc1ccc(C=O)cc1OC
  1.5, 0.0, 1.1, -0.4, 2, -1, 0.1, -2, 0.1, -4, 0.9
> CC(C)CNc1nc(N)c([N+](=O)[O-])c(NCC2CCCO2)n1 (configuration not stated)
  -0.4, -2.3, 2.4, -2.1, -3, -2, 0.0, 5, -1.6, 0, 0.3
> CCC(=O)c1ccc(OCC(=O)NC2CCCC2)cc1
  -0.8, 1.7, 0.0, 0.6, 0, 1, -1.4, 3, -0.3, -3, 0.3
> CC(C)(C)NC(=O)C1Cc2ccccc2CN1S(=O)(=O)c1ccc(F)cc1 (configuration not stated)
  nt, 0.0, 2.0, -1.0, -2, 2, -0.6, -5, -0.8, -6, -0.2
> O=[N+]([O-])c1ccccc1S(=O)NCc1c(Cl)cccc1Cl (configuration not stated)
  nt, -0.5, nt, 3.5, 5, -2, 1.4, 6, -1.2, 6, 0.5
> CCN(CC)S(=O)(=O)c1ccc(NC(=O)c2ccccn2)cc1
  1.0, 0.8, 1.7, 6.3, -8, 9.8*, 1.9, 7, -1.2, 1, -0.1
> COc1ccccc1NC(=S)N1CCc2cc(OC)c(OC)cc2C1
  0.4, -2.6, 2.9, -2.6, 5, -1, -0.1, 2, -1.1, -5, 4.2
> CC(C)(CO)NC(=O)CC1C(=O)NCCN1Cc1ccc(-c2ccccc2)cc1 (configuration not stated)
  2.0, -0.7, 0.8, 0.6, 3, -1, 0.1, 3, -1.0, 4, 0.2
> C=CCOC(=O)C1CC=CCC1C(=O)Oc1ccc(F)cc1F (configuration not stated)
  -1.4, -1.9, 1.8, -0.3, 2, -3, -0.8, 4, -2.0, 4, -0.2
> CC1CCc2c(sc(NC(=O)Cn3nc(C(=O)O)c4ccccc4c3=O)c2C#N)C1 (configuration not stated)
  -1.3, -1.9, -0.6, -2.0, 2, -1, -0.9, -1, -1.6, -2, -0.2
> CCNC(=O)C1(C)CCCN(C(=O)c2oc3ccccc3c2C)C1 (configuration not stated)
  nt, 0.3, 1.1, 1.6, 1, -6, 0.9, 0, -1.0, 0, -0.5
> CCC1CCCCN1S(=O)(=O)c1ccc2c(c1)CCN2C(C)=O (configuration not stated)
  -0.3, 0.0, 2.6, 0.2, 2, 0, 0.3, 2, -1.1, 2, -0.4
> Cc1cc(/C=N/NC(N)=O)c(C)n1C1CCCCC1
  -0.2, -0.6, 3.1, 0.6, 1, -3, 0.3, 2, -1.5, 1, 0.1
> O=C(NCc1cccc(C(F)(F)F)c1)N1CCN(C(=O)c2ccccc2)CC1
  0.3, -2.3, -1.3, -1.1, -5, -2, -0.8, 0, -0.6, 1, -0.7
> C[C@@H]1CN([C@H](C)CO)S(=O)(=O)c2ccc(-c3cccc(C(=O)N(C)C)c3)cc2O[C@H]1CN(C)C(=O)Nc1ccc(F)cc1
  -1.1, -0.9, -3.6, -1.3, -3, 3, -1.1, 0, 0.1, 8, 0.9
